From PubChem
NIH3T3 HSF-1 reporter – decrease of heat-induced HSF-1 GFP reporter, dose response, NIH3T3 R4 cells, GFP/RFP, cherry-pick, set 3 (AID 493083); NIH3T3 R4 HSF-1 GFP reporter, heat shock, 48 h; AC50 in µM for hits, for the others activity change, negative = inhibition, % at the top dose, mostly 19.5 µM; 2,400 tested, 4% active;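 active means compounds lowering signal whose fitted AC50 is at most ten times the top tested dose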;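 further: 0% = neutral control wells and -100% = didemnin B positive control; many of its hits are not listed in these tables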
* hit, by the source's call.

| SMILES | NIH3T3 HSF-1 reporter |
| --- | --- |
| CCOC(=O)c1c(NC(=O)COC(=O)c2nccnc2N)sc(C(=O)N(C)C)c1C | 5% |
| O=C(Cn1cc([N+](=O)[O-])cn1)NCC1CCCO1 (configuration not stated) | -5% |
| COc1ccc(C)cc1S(=O)(=O)Nc1cc2c3c(c1)CCC(=O)N3CCC2 | 10% |
| C=CCNC(=S)NNC(=O)c1cc(-c2cccnc2)nc2ccccc12 | -6% |
| O=C1N/C(=N\N=C\c2cccs2)SC1Cc1ccc(Cl)c(Cl)c1 (configuration not stated) | -1% |
| COc1ccc(NC(=O)c2cc(CN3C(=O)c4ccccc4C3=O)ccc2OC)cn1 | 4% |
| Cc1cc(C)nc(NS(=O)(=O)c2ccc(-n3cccc3)cc2)n1 | -2% |
| O=C(Cn1nc(-c2ccc(Cl)cc2)ccc1=O)NCC1CCCO1 (configuration not stated) | -3% |
| O=C(COc1ccc(F)cc1Cl)Nc1nc(-c2ccccn2)cs1 | 5% |
| O=C(CNC(=O)c1ccco1)Nc1ccc2c(c1)OCCO2 | -4% |
| O=C(NCc1ccccc1)[C@]1(C(F)(F)F)C[C@H](CCc2ccccc2)CCCO1 | 9% |
| O=C(c1ccc([N+](=O)[O-])s1)N1CCN(c2cccc(Cl)c2)CC1 | 9% |
| C/C(=N\NC(=O)c1nnn(-c2nonc2N)c1C(C)C)c1ccncc1 | -3% |
| Cc1cccc(NS(=O)(=O)c2cc3c(cc2C)NC(=O)CO3)c1 | 4% |
| CCOc1ccc2ccccc2c1CNc1nnnn1CC | -3% |
| CC(C)(C)OC(=O)N1Cc2ccccc2C[C@H]1C(=O)NCC(=O)Nc1ccc2c(c1)OCCO2 | 2% |
| CSc1nsc(SCC(=O)NCc2ccc(C)cc2)n1 | 0% |
| CCCC[C@@H]1CNC(=O)C(=O)N1CCc1cccc2ccccc12 | 10% |
| CCOC(=O)c1c(C)[nH]c(C)c1S(=O)(=O)NCCc1cccs1 | 3% |
| CCn1c(=O)c2c3c(sc2n2cnnc12)CCC3 | 7% |
| Cc1cc(Cl)ccc1OCCCC(=O)N1CCOCC1 | 0% |
| COc1ccc2oc(C(=O)N3CCc4ccccc43)c(C)c2c1 | 3% |
| COc1cc(C(=O)N2CCN(C(=O)CC(C)C)CC2)cc(OC)c1OC | -12% |
| N#Cc1cccn1-c1nccs1 | -7% |
| O=C1C(=C2SCCCS2)CC/C1=C\c1ccc(F)cc1 | -10% |
| Nc1cccc(/C=C/C(=O)O)c1 | 0% |
| O=C(OCn1ncc(Cl)c(Cl)c1=O)c1ccccc1Cl | 55% |
| CCC(=O)N(CCC(c1ccco1)c1ccccc1OC)Cc1cccs1 (configuration not stated) | 25% |
| O=C(O)C1CSC(c2ccc3c(c2)OCO3)N1 (configuration not stated) | -12% |
| O=C(CN1C(=O)NC(Cc2ccccc2)C1=O)Nc1ccc(OC(F)F)cc1 (configuration not stated) | -1% |

Pulled one by one from the list above, 6 records:
| SMILES | NIH3T3 HSF-1 reporter |
| --- | --- |
| N#Cc1cccn1-c1nccs1 | -7% |
| COc1ccc(C)cc1S(=O)(=O)Nc1cc2c3c(c1)CCC(=O)N3CCC2 | 10% |
| O=C(Cn1nc(-c2ccc(Cl)cc2)ccc1=O)NCC1CCCO1 (configuration not stated) | -3% |
| O=C(CN1C(=O)NC(Cc2ccccc2)C1=O)Nc1ccc(OC(F)F)cc1 (configuration not stated) | -1% |
| COc1cc(C(=O)N2CCN(C(=O)CC(C)C)CC2)cc(OC)c1OC | -12% |
| COc1ccc2oc(C(=O)N3CCc4ccccc43)c(C)c2c1 | 3% |

(further entries)
| SMILES | NIH3T3 HSF-1 reporter |
| --- | --- |
| O=C(CN1C(=O)c2ccccc2S1(=O)=O)c1ccc2c(c1)OCCCO2 | 1% |
| COc1cccc(/C=N/NC(=O)c2cnccn2)c1 | -12% |
| O=[N+]([O-])c1nn(-c2ccc3c(c2)OCCO3)n(O)c1=Nc1ccccc1 | 28% |
| CCc1ccccc1NC(=O)COc1cccc2ccc(C)nc12 | -10% |
| O=C(Nc1cccc(Cl)c1Cl)c1snnc1-c1ccccc1 | 1% |
| CCOC(=O)c1ccc(-n2[nH]c(-c3ccccc3)cc2=O)cc1 | -8% |
| CCc1cccc(NC(=O)COC(=O)/C=C/c2cccs2)c1 | -10% |
| CCOc1cc(CNc2ccc3c(c2)OCCO3)cc(Br)c1OCC | 73% |
| CC(C)NC(=O)CC(=O)N/N=C\c1ccccc1C(=O)O | 4% |
| Cc1ccccc1OCC(=O)Nc1ccc2c(c1)C(=O)N(CCC(=O)O)C2=O | 0% |
| Cn1c(-c2sccc2OCc2cccc(C(F)(F)F)c2)n[nH]c1=S | -3% |
| COc1ccc(NS(=O)(=O)c2ccc3nc(COc4ccc5ccccc5c4)[nH]c3c2)cc1 | 36% |
| O=C(Nc1ccc(N2CCOCC2)cc1)c1cc(-c2ccncc2)nc2ccccc12 | 3% |
| CC(=O)c1cnn(-c2c(Cl)cc(Cl)cc2Cl)c1C | -1% |
| CCc1ccc(-c2nc(CSCC(=O)NCc3ccco3)c(C)o2)cc1 | 7% |
| CCCNC(=O)c1cccc(COCC(F)(F)F)c1 | -5% |
| CCC(Sc1nc(C)cc(C)n1)C(=O)NC1=NN=C(c2ccc(C)cc2)CS1 (configuration not stated) | -22% |
| CC(C)c1nc(SCC(=O)c2ccc(F)cc2)c2ccccc2n1 | 30% |
| CN(C(=O)c1ccc(OC2CCN(Cc3ccccn3)CC2)cc1)C1CCCCC1 | 4% |

3 of these compounds in a different format:
SMILES: Cn1c(-c2sccc2OCc2cccc(C(F)(F)F)c2)n[nH]c1=S
  NIH3T3 HSF-1 reporter: -3%

SMILES: CCOc1cc(CNc2ccc3c(c2)OCCO3)cc(Br)c1OCC
  NIH3T3 HSF-1 reporter: 73%

SMILES: CCCNC(=O)c1cccc(COCC(F)(F)F)c1
  NIH3T3 HSF-1 reporter: -5%

Exported as labelled records: entries from further up
structure: CCc1cccc(NC(=O)COC(=O)/C=C/c2cccs2)c1
  NIH3T3 HSF-1 reporter = -10%
structure: CCOc1cc(CNc2ccc3c(c2)OCCO3)cc(Br)c1OCC
  NIH3T3 HSF-1 reporter = 73%
structure: CN(C(=O)c1ccc(OC2CCN(Cc3ccccn3)CC2)cc1)C1CCCCC1
  NIH3T3 HSF-1 reporter = 4%

This is a subset. The share of hits here may be higher or lower than overall.
